Screening data as filed in PubChem.
LYPLA2 inh = blocks human lysophospholipase 2, a PME1 counter-screen. O95372. recombinant LYPLA2, FP-Rh probe fluorescence polarization. inhibition, % at 5.9 µM. actives 0.38% (n = 320,000). AID 2177;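 active = inhibition above the screen-wide mean plus 3 SD, limit set per campaign, cut at about 26% in these data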;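 note: 0% = LYPLA2 with DMSO and 100% = wells lacking LYPLA2 enzyme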
ZTA counter = blocks Epstein-Barr virus ZTA, an EBNA-1 counter-screen; inhibition, % at 11 µM; AID 2234; ZTA-DNA binding, fluorescence polarization; P03206; actives 0.15% (n = 320,000); in the data active = inhibition above about 33%
PAD4 FP inh = inhibitors of human PAD4 | recombinant PAD4, RCA probe fluorescence polarization | Q9UM07 | inhibition, % at 6.36 µM | AID 485272 | actives 0.41% (n = 330,000);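 active = percent inhibition above a cutoff equal to the mean of all tested compounds plus 3 SD, cut at about 15% in these data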;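 note: 0% = PAD4 with RCA probe and DMSO and 100% = probe without PAD4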
Target sequence (Q9UM07 whole entry, looked up): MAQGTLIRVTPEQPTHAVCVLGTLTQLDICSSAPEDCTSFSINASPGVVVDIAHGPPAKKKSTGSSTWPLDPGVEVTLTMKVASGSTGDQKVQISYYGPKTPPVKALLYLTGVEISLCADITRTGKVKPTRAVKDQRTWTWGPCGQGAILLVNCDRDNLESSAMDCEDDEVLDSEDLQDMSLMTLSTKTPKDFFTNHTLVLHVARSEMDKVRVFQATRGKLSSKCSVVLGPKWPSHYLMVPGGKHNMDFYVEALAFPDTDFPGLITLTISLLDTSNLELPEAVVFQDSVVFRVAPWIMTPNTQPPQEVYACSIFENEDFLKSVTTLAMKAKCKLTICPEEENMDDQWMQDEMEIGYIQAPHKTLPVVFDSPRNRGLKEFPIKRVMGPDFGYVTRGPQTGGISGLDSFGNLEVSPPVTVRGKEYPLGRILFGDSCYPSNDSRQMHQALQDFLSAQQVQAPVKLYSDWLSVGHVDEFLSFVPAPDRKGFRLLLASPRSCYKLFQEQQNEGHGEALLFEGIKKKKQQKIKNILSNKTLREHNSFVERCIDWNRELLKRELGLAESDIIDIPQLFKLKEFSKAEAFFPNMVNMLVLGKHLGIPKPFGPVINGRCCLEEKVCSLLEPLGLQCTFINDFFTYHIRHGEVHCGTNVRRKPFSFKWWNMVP
PAFAH2 inh = inhibitors of human PAFAH2. Q99487. recombinant PAFAH2, FP-rhodamine activity probe, fluorescence polarization. inhibition, % at 3.39 µM. actives 0.99% (n = 340,000). AID 492956;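 active = inhibition above the mean over all tested compounds plus 3 SD, cut at about 30% in these data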;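 note: inhibitors block probe labeling of enzyme so polarization drops; 0% = enzyme with DMSO and 100% = wells lacking PAFAH2 protein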
PAFAH1B3 FP inh = inhibitors of human PAFAH1B3. actives 0.28% (n = 340,000). Q15102. AID 492972. recombinant PAFAH1B3, FP-rhodamine probe, fluorescence polarization. inhibition, % at 3.39 µM;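 active = inhibition above the screen-wide average of all tested compounds plus 3 SD, cut at about 25% in these data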;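 note: 0% = enzyme with DMSO only and 100% = wells lacking PAFAH1B3 protein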
PREPL inhibitor = inhibits the human prolyl oligopeptidase-like enzyme; inhibition, % at 5.96 µM; actives 0.68% (n = 320,000); Q4J6C6; recombinant PREPL, fluorescence polarization activity-based probe; AID 2751; in the data active = inhibition above about 43%;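 note: 0% = enzyme with DMSO and 100% = wells lacking enzyme; many of its hits are not listed in these tables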
GSTO1 inh = counter-screen for RBBP9 inhibitors: inhibitors of human GSTO1. recombinant GSTO1, activity-based probe fluorescence polarization. inhibition, % at 5.96 µM. actives 1.1% (n = 300,000). AID 1974;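 active = inhibition above the campaign mean inhibition plus 3 SD, cut at about 35% in these data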;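 note: 0% = GSTO1-1 with DMSO and 100% = wells lacking GSTO1-1 enzyme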
EBNA-1 inhibitor = blocks EBNA-1 binding to DNA | actives 0.34% (n = 300,000) | inhibition, % at 14.8 µM | AID 1950 | EBNA-1 DNA binding, fluorescence polarization; in the data active = inhibition above about 28%
LYPLA1 counter = LYPLA1 (human) inhibition in PME1 counter-screen. O75608. inhibition, % at 5.9 µM. AID 2174. recombinant LYPLA1, FP-Rh probe fluorescence polarization. actives 0.16% (n = 320,000);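 active = inhibition above the mean of all tested compounds plus 3 SD, set per campaign, cut at about 14% in these data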;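 note: inhibitors block serine hydrolase probe labeling of LYPLA1 so polarization falls; 0% = enzyme with DMSO and 100% = wells lacking LYPLA1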
Target sequence (O75608 whole entry, looked up): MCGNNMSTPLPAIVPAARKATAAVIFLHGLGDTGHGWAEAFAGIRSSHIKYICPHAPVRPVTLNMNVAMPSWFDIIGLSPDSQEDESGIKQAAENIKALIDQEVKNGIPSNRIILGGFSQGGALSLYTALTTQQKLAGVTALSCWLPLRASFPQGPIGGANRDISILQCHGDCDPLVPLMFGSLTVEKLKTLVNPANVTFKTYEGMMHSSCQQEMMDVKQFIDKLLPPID
Active calls of the source: *; . = not tested or not shown.

SMILES | LYPLA2 inh | ZTA counter | PAD4 FP inh | PAFAH2 inh | PAFAH1B3 FP inh | PREPL inhibitor | GSTO1 inh | EBNA-1 inhibitor | LYPLA1 counter
COc1cc(CCC(=O)OCC(=O)Nc2ccc(F)cc2F)cc(OC)c1OC | -2 | 1 | 2 | 2 | -4 | -2 | 0 | -8 | -2
COc1cccc2c(=O)n(CC(=O)Nc3ccccc3)ccc12 | -2 | -3 | 1 | 4 | -4 | -3 | 8 | 10 | -2
Cc1oc2ccc(OC(C(=O)O)c3ccccc3)cc2c1C(=O)O (stereo not drawn) | 8 | -8 | -3 | -2 | 5 | 4 | 5 | -10 | 6
CCOC(=O)[C@H]1[C@H]2COc3cc(OC)ccc3[C@@H]2N2C(=O)CN(Cc3ccc(Cl)cc3)C(=O)[C@@]12C | . | . | -2 | 0 | 2 | 22 | . | . | .
O=C(NC1CCCCCC1)C(=O)NC1CC1 | 1 | -8 | 0 | 6 | 4 | 6 | 3 | 2 | 2
CC1CCC(C(C)C)C(OC(=O)COC(=O)c2ccc(=O)[nH]c2)C1 (stereo not drawn) | -1 | -13 | 1 | 20 | 1 | -7 | 0 | -13 | 1
CCCCCNC(=O)Cc1ccc(OC)cc1 | -5 | 1 | 2 | -3 | -2 | -4 | 6 | 1 | 1
CCc1nnc2n1N=C(c1ccc([N+](=O)[O-])cc1)CS2 | 3 | -13 | -2 | 4 | -1 | -9 | -6 | 1 | 4
O=C(CN1CCOCC1)Nc1cccc(C(F)(F)F)c1 | -1 | -2 | -1 | -3 | 4 | 2 | -3 | -3 | -2
CC(C)n1c(=S)[nH]c2c1c(=O)[nH]c(=O)n2C | -1 | 5 | -4 | 5 | 7 | 0 | 10 | 4 | -1
COc1ccc(C2=NS(=O)(=O)N(C)C(C(=O)NCc3ccc4c(c3)OCO4)=C2)cc1OC | 0 | 4 | -3 | 2 | 0 | -4 | 4 | 5 | -3
CC(C)CNS(=O)(=O)c1ccc(C(=O)Nc2ccc3c(c2)OCO3)cc1 | -1 | -2 | -4 | -3 | 1 | 7 | 4 | -11 | -3
CCN1/C(=C2\C(=O)N(C)C(=S)N2c2ccccc2)C=Cc2ccccc21 | 0 | 14 | 2 | 0 | 3 | 5 | -6 | 7 | 3
CC(C)(C)c1ccc(-c2nc(C#N)c(NCc3cccnc3)o2)cc1 | -4 | 10 | -1 | -11 | 4 | 8 | -3 | 11 | 0
CC(/C=C/c1cccc([N+](=O)[O-])c1)=N\NC(=O)c1ccncc1 | 6 | 13 | 1 | 0 | -1 | 3 | 1 | 6 | 1
Clc1nc(-c2ccccc2)ncc1Oc1ccccc1 | -3 | 0 | -1 | . | . | 2 | 10 | 4 | 4
COc1ccc(CCNC(=O)CCc2nnc(Cc3ccc4c(c3)OCO4)o2)c(OC)c1 | 1 | -4 | 4 | -1 | -5 | 12 | 1 | -5 | 2
O=C(Cc1ccc(S(=O)(=O)N2CCOCC2)s1)Nc1ccccc1N1CCCC1 | -2 | -3 | -10 | -4 | 0 | 0 | 4 | -2 | -4
COc1ccccc1NC(=O)c1ccc(NC(=O)c2ccc(=O)[nH]c2)cc1 | -4 | 4 | 0 | -1 | -4 | 0 | . | . | -2
Cc1onc(-c2ccccc2)c1C(=O)Nc1ccc2c(c1)OCCO2 | 6 | 0 | -2 | 3 | 5 | 3 | 9 | 0 | -2
NS(=O)(=O)c1ccc(N/C=C\C(=O)c2cccc3ccccc23)cc1 | 0 | -9 | -4 | -6 | 13 | 0 | -1 | -2 | 1
COC(=O)NCc1ccc(CNC(=O)OC)cc1 | 5 | -4 | -2 | 3 | 12 | 0 | 6 | 8 | 1
CCc1ccc(C(=O)Nc2ccc3nc(C)ccc3c2)cc1 | -6 | -5 | -2 | -8 | 9 | 0 | -5 | 1 | -8
O=C(Nc1ccc(-c2csnn2)cc1)C(Cl)(Cl)Cl | 2 | -7 | 3 | -4 | 0 | 10 | -1 | -1 | 2
Cc1ccc(NC(=O)C2CCN(C(=O)OC(C)(C)C)CC2)cc1S(=O)(=O)N1CCCCC1 | 5 | -1 | -1 | -5 | -1 | 2 | . | . | 1

The last three compounds of the part before lead into the next:
SMILES | LYPLA2 inh | ZTA counter | PAD4 FP inh | PAFAH2 inh | PAFAH1B3 FP inh | PREPL inhibitor | GSTO1 inh | EBNA-1 inhibitor | LYPLA1 counter
CCc1ccc(C(=O)Nc2ccc3nc(C)ccc3c2)cc1 | -6 | -5 | -2 | -8 | 9 | 0 | -5 | 1 | -8
O=C(Nc1ccc(-c2csnn2)cc1)C(Cl)(Cl)Cl | 2 | -7 | 3 | -4 | 0 | 10 | -1 | -1 | 2
Cc1ccc(NC(=O)C2CCN(C(=O)OC(C)(C)C)CC2)cc1S(=O)(=O)N1CCCCC1 | 5 | -1 | -1 | -5 | -1 | 2 | . | . | 1
CCN(CC)S(=O)(=O)c1ccc(Cl)c(NC(=O)COC(=O)c2ccc(O)cc2)c1 | 0 | 6 | -3 | 73* | 3 | 3 | -1 | 4 | 3
CSc1ccccc1C(=O)NC1CCCC1 | -2 | -4 | 1 | 2 | -1 | 11 | -2 | 9 | -2
Cc1cc(Cl)ccc1OCC(=O)N/N=C/c1ccncc1 | -1 | -26 | 0 | -12 | 6 | 2 | -3 | -9 | -4
Cc1ccc(Cn2nnc3c(=O)[nH]c(C4CCN(S(=O)(=O)c5ccc(F)cc5)CC4)nc32)cc1 | 1 | 8 | 0 | 4 | -5 | 9 | 8 | 6 | -3
O=C(c1cc([N+](=O)[O-])ccc1N1CCOCC1)N1CCN(c2ccc([N+](=O)[O-])cc2)CC1 | 3 | -14 | -2 | -5 | -6 | 33 | 5 | -3 | 4
O=C(CNC(=O)c1ccccc1F)NCCc1ccc(Cl)cc1Cl | 2 | -17 | 5 | 4 | 9 | 0 | 8 | 0 | 0
O=C1CC(N2CCN(c3ccc(O)cc3)CC2)C(=O)N1c1ccc2c(c1)OCO2 (stereo not drawn) | -2 | 4 | -3 | -7 | 1 | 11 | 15 | -4 | 3
Cc1c(Cl)cnc(NC(=O)COC(=O)C(NC(=O)c2ccco2)C(C)C)c1Cl (stereo not drawn) | 2 | 1 | 2 | 0 | -7 | 4 | 3 | 17 | 0
Cc1cccc(CCNS(=O)(=O)c2cc3c(cc2C)NC(=O)CO3)c1 | 2 | -18 | 3 | 1 | 5 | 0 | 13 | 1 | 3
CCCCSc1nnc(-c2cc3c(C(F)(F)F)nn(C)c3s2)n1C | -1 | 1 | 5 | 3 | 3 | 6 | -7 | -1 | 0
O=C(Nc1nc2c(F)c(F)c(F)cc2s1)c1ccco1 | 5 | -4 | 0 | 20 | -2 | 15 | -2 | 4 | 0
CCN(C(=O)CSc1nnnn1C)C1CCCCC1 | . | . | -5 | -3 | 10 | 21 | . | . | .
CCCCN(C(=O)C1=NN(c2ccccc2)C(=O)CC1)c1c(N)n(CCC)c(=O)[nH]c1=O | . | . | 4 | -1 | 9 | 1 | . | . | .
COc1ccccc1CNC(=O)CCS(=O)(=O)c1ccc2c(c1)CC(C)N2C(=O)C1CC1 (stereo not drawn) | 5 | 4 | -5 | -1 | 10 | 3 | -6 | 6 | 2
COc1cc(OC)cc(C(=O)Nc2ccc(N(C)C)c3ccccc23)c1 | -6 | 10 | -5 | 2 | 6 | 0 | -7 | 10 | -2
O=C(COc1ccc(Cl)cc1Cl)Nc1ccc(-c2ccc(N3CCOCC3)nn2)cc1 | 2 | 28 | 0 | -2 | 4 | 2 | 0 | 5 | 2
COCCNC(=O)CCc1c(C)nc2c(c(C)nn2-c2ccc(C)cc2)c1C | 6 | -1 | 0 | -2 | 2 | 14 | -1 | -7 | 1
COc1ccc(N2CC(NC(=O)NC(C)(C)C)CC2=O)cc1 (stereo not drawn) | 1 | 3 | 1 | 4 | -7 | 11 | -2 | 7 | 2
O=C(NCc1ccccc1)c1cccc(NS(=O)(=O)c2cccc3cccnc23)c1 | -1 | 3 | -1 | 2 | -8 | -13 | 5 | 5 | -6
CCCC(C(=O)O)N1C(=O)/C(=C/c2cccn2C)SC1=S (stereo not drawn) | -12 | -4 | -5 | -2 | -20 | 12 | -8 | -1 | -10
O=C(CN1C(=O)C2CCCCC2C1=O)N1CCN(c2ncccn2)CC1 (stereo not drawn) | 4 | -11 | -1 | -1 | -2 | 11 | 7 | -8 | -2
O=C(CN(Cc1ccccc1)S(=O)(=O)c1ccc(F)cc1)NCCC1=CCCCC1 | 12 | -14 | 0 | -6 | 4 | 10 | 4 | -12 | -6
COc1ccc(C(OC(=O)c2ccco2)C(=O)NCC2CCCO2)cc1 (stereo not drawn) | 4 | 5 | -3 | 7 | 3 | -5 | -2 | 4 | 0
CCOc1ccc(NC(=S)N(CCOC)C(C)c2cccnc2)cc1 (stereo not drawn) | -4 | 12 | 5 | 3 | 9 | 28 | -8 | 5 | -2
COc1ccc(C(=O)COC(=O)[C@H](C)Nc2ccc(C(F)(F)F)cc2[N+](=O)[O-])cc1 | 7 | -9 | 1 | -1 | 8 | 4 | 6 | -2 | -4
The list continues.
SMILES | LYPLA2 inh | ZTA counter | PAD4 FP inh | PAFAH2 inh | PAFAH1B3 FP inh | PREPL inhibitor | GSTO1 inh | EBNA-1 inhibitor | LYPLA1 counter
CCOC(=O)N1CCN(CC(=O)Nc2ccc(C)cc2)CC1 | 2 | -10 | 0 | -5 | 6 | 0 | 2 | -7 | -4
Cc1ccc(C(=O)NCC(=O)OCN2C(=O)c3ccccc3C2=O)cc1C | -2 | 5 | 0 | -5 | -6 | -8 | . | . | 1
O=C(CNc1ccc2c(c1)OCO2)N/N=C\c1ccccc1Cl | -2 | 13 | -4 | -5 | 10 | 50* | 5 | 9 | 2
CCCCCCOc1cccc(N)c1 | 1 | 7 | 0 | -1 | 7 | 15 | -1 | 0 | -3
CCCNC(=O)NC(=O)CSc1nnc(-c2ccncc2)n1CC | 4 | 7 | 0 | 1 | 5 | -5 | -1 | -5 | 0
O=C(CCC1=NS(=O)(=O)c2ccccc2N1)NC1CCCCCCC1 | 7 | -14 | 5 | 12 | -1 | 2 | 14 | -14 | 0
N#Cc1ccccc1NC(=O)CN1CCN(c2ccccn2)CC1 | 1 | 4 | 7 | 5 | 8 | 7 | -4 | 9 | -4
CC(=O)C1C(c2ccc(Cl)cc2)NC(=O)NC1(O)C(F)(F)F (stereo not drawn) | -2 | -5 | 0 | -3 | 6 | 1 | 5 | -5 | -2
CCC(C)N(C(=O)c1csnn1)C(C(=O)NCc1ccc(F)cc1)c1ccccc1 (stereo not drawn) | -6 | -12 | 2 | -5 | 5 | 7 | 9 | 7 | 2
O=C(c1cc(S(=O)(=O)N2CCCCC2)ccc1N1CCOCC1)N1CCN(Cc2ccccc2)CC1 | 11 | 2 | -1 | 3 | -2 | 8 | -5 | 3 | 4
O=C(CC(=O)c1ccccc1)Nc1cc(C(F)(F)F)ccc1Cl | -10 | 12 | -1 | 2 | -1 | 3 | -13 | -3 | -8
CCCCn1nc(C(=O)Oc2ccc3c(C)cc(=O)oc3c2)c2ccccc2c1=O | 7 | -5 | -1 | 2 | 3 | -5 | 6 | -4 | 3
CCC(=O)NC(c1ccco1)c1cc(Cl)c2cccnc2c1O (stereo not drawn) | 3 | 1 | 2 | 13 | 9 | 17 | 3 | 1 | 4
CN(C)S(=O)(=O)N1CCC(Oc2cccc(C(=O)NCCC3=CCCCC3)c2)CC1 | 6 | 4 | 3 | 4 | 7 | 4 | -4 | -5 | -1
O=C1C=C(NCc2ccc(Cl)cc2)CCC1 | 0 | -12 | 0 | -5 | 2 | 11 | 8 | -3 | -2
CC(C(=O)Nc1nnc(C2CC2)s1)N1C(=O)C2CC=CCC2C1=O (stereo not drawn) | 2 | -3 | -1 | 3 | 3 | 2 | . | . | 0
Cc1ccc(C(=O)Oc2ccc(-c3nnco3)cc2)o1 | 0 | -7 | 1 | 1 | 2 | 30 | 2 | -5 | 3

An excerpt. The share of hits here may be higher or lower than overall.
